# PfG6PD inh: PfG6PD enzyme inhibitors, primary screen, biochemical, fluorescence intensity, uHTS | inhibition, % at 20 µM | glucose-6-phosphate dehydrogenase-6-phosphogluconolactonase (Plasmodium falciparum 3D7) | PfGluPho enzyme, NADPH resazurin-diaphorase fluorescence | AID 504690, 2011 | 0.78% of 350,000 active;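 active = inhibition reaching at least a set limit at 20 µM in the primary screen, cut at about 59% in these data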;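 also: 0% = DMSO wells with substrate and 100% = DMSO wells lacking glucose-6-phosphate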
# SENP8 block-1: SENP8 protease inhibitors, primary screen, biochemical, luminescence; 1.2% of 330,000 active; inhibition, % at 10 µM; AID 2540, 2010; purified SENP8, Z-RLRGG-aminoluciferin cleavage; Sentrin-specific protease 8 (Homo sapiens), Q96LD8; in the data active = inhibition above about 50%
# Target sequence (Q96LD8 whole entry, looked up): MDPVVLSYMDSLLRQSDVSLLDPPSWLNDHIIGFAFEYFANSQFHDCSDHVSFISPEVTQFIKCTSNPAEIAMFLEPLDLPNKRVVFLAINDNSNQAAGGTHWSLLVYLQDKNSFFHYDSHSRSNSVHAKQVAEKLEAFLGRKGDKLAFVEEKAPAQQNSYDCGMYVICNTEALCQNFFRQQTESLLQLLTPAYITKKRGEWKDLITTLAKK
# SENP7 inh: SENP7 protease inhibitors, primary screen, biochemical, luminescence, uHTS | inhibition, % at 5 µM | recombinant SENP7, Z-RLRGG-aminoluciferin luminescence, 40 min | AID 434973, 2010 | 1.5% of 330,000 active | Sentrin-specific protease 7 (Homo sapiens), Q9BQF6;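 active = inhibition above about 50% at the single test dose, limit read from the data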;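 also: plate controls were DMSO with enzyme for no effect and no enzyme buffer wells for full effect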
# Target sequence (Q9BQF6 706-1050 limits assumed): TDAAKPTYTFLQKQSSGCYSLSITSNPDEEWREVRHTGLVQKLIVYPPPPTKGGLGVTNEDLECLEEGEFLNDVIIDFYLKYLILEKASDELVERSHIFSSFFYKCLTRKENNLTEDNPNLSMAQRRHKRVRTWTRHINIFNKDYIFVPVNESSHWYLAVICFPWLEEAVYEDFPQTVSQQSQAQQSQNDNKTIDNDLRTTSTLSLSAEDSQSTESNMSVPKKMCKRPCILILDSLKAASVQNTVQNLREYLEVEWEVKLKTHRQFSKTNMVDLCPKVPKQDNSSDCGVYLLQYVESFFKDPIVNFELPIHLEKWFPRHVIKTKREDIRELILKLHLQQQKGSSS
# Apaf1 inhib: inhibitors of human Apaf-1 apoptosome, primary screen, biochemical, DEVD-Rh110 fluorescence, uHTS; Apoptotic protease-activating factor 1 (Homo sapiens), O14727; AID 489030, 2010; 0.71% of 330,000 active; reconstituted apoptosome caspase-3 activity; inhibition, % at 20 µM; active = inhibition of at least 40% at 20 µM;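 also: plate controls were DMSO wells for no effect and DEVD-CHO caspase inhibitor wells for full effect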
#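 System: Apoptosome proteins | Medium: Hepes pH 7.5 with detergent and BSA | Also added: Cytochrome c trigger plus (Z-DEVD)2-Rh110 caspase-3 substrate | Incubation: 30 min compound preincubation, 50 min activation, room temperature | Detection: Rhodamine 110 fluorescence at Ex 480/Em 540 nm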
# SENP8 block-2: human SENP8 protease inhibitors, primary screen, biochemical, fluorescence, Nedd8 protein substrate, uHTS. Sentrin-specific protease 8 (Homo sapiens), Q96LD8. recombinant SENP8. inhibition, % at 20 µM. 0.64% of 360,000 active. AID 602440, 2012; in the data active = inhibition mostly above about 40%, no sharp cut-off; inactive = mostly below about 27%
# SENP1 inh: human SENP1 catalytic domain inhibitors, primary screen, biochemical, FRET, uHTS; 0.21% of 360,000 active; inhibition, % at 10 µM; Sentrin-specific protease 1 (Homo sapiens), Q9P0U3; AID 624204, 2012; recombinant SENP1 catalytic domain, CyPet-SUMO1-YPet FRET cleavage;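 active = inhibition at least 30% at 10 µM, raw YFP signal under a set limit, fluorescence ratio 0.5 to 1.5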;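 also: 0% = enzyme with DMSO and 100% = no enzyme wells; some results filed as inactive read as strong as hits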
#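 Compound: 10 µM single point, 0.5% DMSO; Test system: hSENP1 catalytic domain, recombinant; Timing: 50 min reaction at room temperature; Technique: FRET, CFP and YFP emission; Control set: no-enzyme wells low, DMSO-plus-enzyme wells high control.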
# SENP6 inh: SENP6 protease inhibitors, primary screen, biochemical, luminescence, uHTS; Sentrin-specific protease 6 (Homo sapiens), Q9GZR1; Recombinant SENP6 catalytic domain, aminoluciferin luminescence; inhibition, % at 10 µM; 1.8% of 330,000 active; AID 2599, 2010;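 active = inhibition above about 50% at the single tested dose, limit read from the data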;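 also: plate controls were DMSO wells with enzyme for no effect and DMSO wells lacking enzyme for full effect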
# Target sequence (Q9GZR1 628-1112 limits assumed): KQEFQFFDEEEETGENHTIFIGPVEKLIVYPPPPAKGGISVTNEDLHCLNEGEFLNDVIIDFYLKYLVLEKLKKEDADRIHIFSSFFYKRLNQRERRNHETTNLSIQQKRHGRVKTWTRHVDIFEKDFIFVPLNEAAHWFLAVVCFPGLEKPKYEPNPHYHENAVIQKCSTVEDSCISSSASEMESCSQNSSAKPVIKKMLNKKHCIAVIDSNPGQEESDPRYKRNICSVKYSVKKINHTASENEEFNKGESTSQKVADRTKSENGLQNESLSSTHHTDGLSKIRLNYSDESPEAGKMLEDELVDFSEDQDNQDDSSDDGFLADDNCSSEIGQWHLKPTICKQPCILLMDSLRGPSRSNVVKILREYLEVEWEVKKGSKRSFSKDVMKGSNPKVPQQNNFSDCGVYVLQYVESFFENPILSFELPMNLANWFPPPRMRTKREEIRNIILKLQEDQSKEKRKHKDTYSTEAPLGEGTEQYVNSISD
# HKDC1 inh: HKDC1 hexokinase inhibitors, primary screen, biochemical, fluorescence, uHTS; inhibition, % at 20 µM; 0.16% of 340,000 active; recombinant HKDC1, G6PDH/diaphorase resazurin coupled fluorescence; AID 493160, 2011;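 active = inhibition above about 35% when tested at 20 µM, limit read from the data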;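 also: plate controls were DMSO wells with enzyme for no effect and DMSO wells lacking enzyme for full effect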
#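 Material – in-house recombinant HK5 (HKDC1) enzyme · Quantity – HKDC1 at 5 µg/mL · Buffer or medium – pH 8.0 Tris buffer with 10 mM MgCl2 · Reagent – glucose with 1 mM ATP · Dosing – single 20 µM dose · Times – reaction time 90 min, room temperature, protected from light · Technique – resorufin fluorescence at 613 nm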
# An asterisk follows results filed as active; . = no result given. Compounds were not picked by outcome; any-hit rate near 3.6%.
SMILES,PfG6PD inh,SENP8 block-1,SENP7 inh,Apaf1 inhib,SENP8 block-2,SENP1 inh,SENP6 inh,HKDC1 inh
NC(=O)C1CCN(C(=O)CN2CCCc3ccccc32)CC1,-1,-5,-5,-6,-18,-46,-7,11
O=C(CSCc1ccc(Cl)cc1Cl)Nc1ccc(O)cc1C(=O)O,-19,17,-5,-1,-229,1,15,4
COc1ccccc1N1CCN(/N=C/c2cccc(OC)c2OC)CC1,-3,-1,4,3,0,3,-11,1
Cc1cccc(NC(=O)CCNS(=O)(=O)c2cc(Br)cnc2N)c1C,-14,7,1,-5,-34,1,1,-1
COc1ccc(C2C(CC(=O)O)=C(O)C(=O)N2c2ccccc2)cc1 (configuration not stated),-19,1,3,19,20,-9,9,6
CCCCN(CCCNC(=O)c1c(C)cc(=O)oc1C)c1ccccc1,4,0,0,6,8,-1,6,-5
CCOC(=O)N1CCN(c2ncnc3c2[nH]c2ccc(OC)cc23)CC1,25,0,-4,6,-307,-6,2,12
Cc1occc1C(=O)O/N=C(\N)c1ccccc1,21,91*,93*,-9,11,-4,94*,3
Cn1c(CN2CCOCC2)nnc1SCC(=O)NC1CCCCC1,7,6,2,2,15,-1,4,3
CC(C)(C)n1nnnc1C(c1cccc(C#N)c1)N1CCCc2ccccc21 (configuration not stated),-2,-1,-2,2,-43,1,11,3
O=C(C[C@@H]1C/C=C\CCCC(=O)OC[C@@H]2CCCN2C1=O)NCCO,11,-6,-5,-5,19,4,2,-4
CCN(CC(=O)Nc1ccc2c(c1)OCCO2)C(=O)CN1C(=O)NC(C)(c2ccc(C)cc2)C1=O (configuration not stated),-1,-6,3,1,2,1,-1,-4
CN1CCN(S(=O)(=O)c2cccc(C(=O)N(Cc3nnc(-c4ccccc4Cl)o3)C3CC3)c2)CC1,9,7,-4,12,-1,-2,-5,-8
CCC/C(O)=C1\C(=O)CCCC1=NCCc1c(C)[nH]c2ccc(OC)cc12,-13,10,3,-9,2,1,-9,-1
O=C(CSc1nnc(-c2ccco2)n1-c1ccccc1)N1CCOCC1,10,-4,-5,-5,9,1,4,-7
COc1ccc(CNC(=O)COC(=O)CC2CC3CCC2C3)cc1OC (configuration not stated),25,5,2,-3,7,2,3,-10
O=C(COC(=O)c1c(F)cccc1Cl)NC1CCCCC1,5,8,1,-10,0,1,0,-3
COCCNC(=O)C(OC(=O)c1cccs1)c1ccc(F)cc1 (configuration not stated),14,7,4,-12,5,3,-5,-11
COc1ccc(-c2nnn(CC(=O)NCc3cccs3)n2)cc1OC,14,-9,-1,3,7,3,-19,-3
O=C(CSc1nnc2ccccn12)Nc1cccc(-c2nc3ccccc3s2)c1,-12,-2,63*,16,-127,-5,15,-5
Cc1nc2sc(C(c3ccco3)N3CCN(C(c4ccccc4)c4ccccc4)CC3)c(O)n2n1 (configuration not stated),47,3,-4,20,4,-10,11,0
CCCC(C)C(=O)Nc1ccc(Cl)cn1 (configuration not stated),7,-7,4,-3,9,-3,-12,-5
C=CCSc1nc2sc3c(c2c(=O)n1-c1ccccc1)CCN(C)C3,4,-5,-1,17,-270,-102,-9,-13
Cc1ccc(-n2c(C)cc(/C=N/NC(N)=S)c2C)cc1,25,-1,-3,6,-68,-14,15,6
O=C(c1ccc2c(c1)OCCO2)C1CCN(C(=O)c2ccc(F)c(F)c2)CC1,-8,-8,-11,-6,9,1,-4,-4
Cc1ccc(Cn2nnc3c(=O)n(CC(=O)N4CCCCC4)cnc32)cc1,-15,-12,-14,5,14,-3,-14,-6
N#C/C(=C\c1ccncc1)C(=O)Nc1ccc(C(=O)O)cc1,2,0,-1,-8,25,1,0,0
COc1cc(NC(=O)COc2ccccc2)ccc1NC(=O)c1ccco1,4,-10,-8,8,5,-2,-12,-4
Cc1ccc(OCCC(=O)OCC(=O)NCc2ccccc2)cc1,-8,3,5,12,18,2,0,-1
CCn1c(O)c(N=NC(=O)C2C(=O)NCC2c2ccccc2)c2ccccc21 (configuration not stated),-4,1,-3,-2,1,1,-7,-7

# Sorted by value in SENP1 inh (high to low): some entries from above.
mol | PfG6PD inh | SENP7 inh | SENP1 inh | SENP6 inh | HKDC1 inh
COCCNC(=O)C(OC(=O)c1cccs1)c1ccc(F)cc1 (configuration not stated) | 14 | 4 | 3 | -5 | -11
COc1ccc(CNC(=O)COC(=O)CC2CC3CCC2C3)cc1OC (configuration not stated) | 25 | 2 | 2 | 3 | -10
O=C(c1ccc2c(c1)OCCO2)C1CCN(C(=O)c2ccc(F)c(F)c2)CC1 | -8 | -11 | 1 | -4 | -4
CCCC(C)C(=O)Nc1ccc(Cl)cn1 (configuration not stated) | 7 | 4 | -3 | -12 | -5
O=C(CSc1nnc2ccccn12)Nc1cccc(-c2nc3ccccc3s2)c1 | -12 | 63* | -5 | 15 | -5

# (list continues)
SMILES,PfG6PD inh,SENP8 block-1,SENP7 inh,Apaf1 inhib,SENP8 block-2,SENP1 inh,SENP6 inh,HKDC1 inh
CCc1ccc(NC(=O)CN2CCc3ccccc3C2)cc1,-8,7,6,12,70*,-3,9,0
Cc1ccc(Cc2ccccc2C(=O)O)cc1,4,.,.,.,4,1,.,-8
O=C(NCC(c1ccco1)N1CCCC1)c1cc(=O)[nH]c2ccccc12 (configuration not stated),-1,-12,-5,9,-201,-1,-6,-3
O=C(CSc1ncn[nH]1)Nc1ccc(Cl)c(Cl)c1,-3,5,13,-4,27,-1,-8,1
CCSc1nnc2c(n1)OC=Nc1ccc(Br)cc1-2,-2,-8,-7,6,14,5,-5,-6
CC(C)c1ccc(S(=O)(=O)N2CCN(C(=O)c3ccc(N4CCCC4)c([N+](=O)[O-])c3)CC2)cc1,6,6,3,34,12,0,6,2
O=C(CSc1ncnc2c1cnn2-c1ccc(Cl)cc1)NCc1ccc2c(c1)OCO2,-1,-12,-3,-11,-15,3,-33,-10
Cc1ccc(N2C(=O)C3C=NNC3C2=O)cc1 (configuration not stated),-6,-11,0,-7,8,0,-8,-6
Cc1cc(C)c(C#N)c(Sc2ccccc2N)n1,-14,8,5,-9,-26,1,1,5
CC(NC(=O)/C(C#N)=C/c1ccco1)c1ccccc1 (configuration not stated),-5,4,-5,-12,23,3,-7,-4
COc1ccc(S(=O)(=O)N2CCCCC2)cc1NC(=O)c1ccc(Cl)nc1,18,0,9,-2,1,-1,-10,-1
Cc1ccc(S(=O)(=O)N2CCC(=O)N(CCOC(=O)NCc3ccccc3)CC2)cc1,11,-16,-14,12,.,.,-5,-2
C=CC[n+]1c(-c2ccc(C)cc2)csc1Nc1ccc(NC(C)=O)cc1,1,.,.,.,12,0,.,7
Cc1ccc(C(C)NC(=O)c2ccco2)cc1 (configuration not stated),-4,0,-8,-11,8,2,-8,-7
CC1(C)CN(c2ccc(-c3ccnc4ncnn34)cc2)C1=O,2,-1,-2,1,-383,-2,7,5
C/C(=N\NC(=O)c1cc(C2CC2)nc2ccccc12)c1ccc(C)s1,-20,-6,-4,7,24,2,-4,-5
O=C1C=C(O)CC(c2ccc(Cl)cc2)C1 (configuration not stated),16,-2,-6,-6,11,-3,-4,-2
COc1ccc(CNC(=O)c2nnn(CC(=O)Nc3cc(C)cc(C)c3)c2N)cc1,-13,7,5,-12,10,4,-1,0
COc1ccc(NC(=O)CC2C(=O)NCCN2C(=O)c2ccccc2)cc1 (configuration not stated),2,3,5,-8,27,1,-19,-3
CSc1nc(-c2ccccc2)[nH]c(=S)c1C(C)=O,-18,-7,-3,-13,14,-3,5,0
O=C(CSc1nnc2ccccn12)Nc1ccccc1C(=O)O,-12,-13,-14,3,-19,1,-11,-5
CCCCC(=O)Nc1nc2c(OC)cc([N+](=O)[O-])cc2s1,-14,-8,4,11,14,-5,7,-4
CCOC(=O)C1CCN(C(=O)CN2C(=O)C(CC)Oc3ccccc32)CC1 (configuration not stated),-6,1,3,-24,19,1,-9,0
O=C(Nc1ncc(S(=O)(=O)c2ccc([N+](=O)[O-])cc2)s1)c1cccc2ccccc12,-13,-4,-2,16,28,3,16,9
COc1cc(C(=O)NC(C)c2ccc3ccccc3c2)cc(Cl)c1O (configuration not stated),2,6,0,2,12,0,-6,1
CCOC(=O)N1CCN(C(=O)CN(c2ccc(Oc3ccccc3)cc2)S(C)(=O)=O)CC1,-5,0,2,7,9,-70,2,-4
COC(=O)c1c(NC(=O)COC(=O)CCNS(=O)(=O)c2ccccc2)sc(C)c1C,7,-3,3,24,-20,3,11,-26
COc1ccc(-c2ccc(C#N)c(SCC(=O)NCc3ccco3)n2)cc1OC,3,9,-1,-19,-435,-18,-1,-8
COc1ccc(N=c2sc3ccccc3n2C)cc1,17,5,5,6,6,2,6,-6
CN1CCc2c(OCC(=O)NC3CCCCC3)cccc2C1=O,5,-7,-2,1,4,1,3,-1

# Part of the list above, with values under each structure.
# Every second line gives: PfG6PD inh | SENP8 block-1 | SENP7 inh | Apaf1 inhib | SENP8 block-2 | SENP1 inh | SENP6 inh | HKDC1 inh
COc1cc(C(=O)NC(C)c2ccc3ccccc3c2)cc(Cl)c1O (configuration not stated)
→ 2 | 6 | 0 | 2 | 12 | 0 | -6 | 1
CCOC(=O)N1CCN(C(=O)CN(c2ccc(Oc3ccccc3)cc2)S(C)(=O)=O)CC1
→ -5 | 0 | 2 | 7 | 9 | -70 | 2 | -4
COC(=O)c1c(NC(=O)COC(=O)CCNS(=O)(=O)c2ccccc2)sc(C)c1C
→ 7 | -3 | 3 | 24 | -20 | 3 | 11 | -26
COc1ccc(-c2ccc(C#N)c(SCC(=O)NCc3ccco3)n2)cc1OC
→ 3 | 9 | -1 | -19 | -435 | -18 | -1 | -8
COc1ccc(N=c2sc3ccccc3n2C)cc1
→ 17 | 5 | 5 | 6 | 6 | 2 | 6 | -6

# (more compounds)
SMILES,PfG6PD inh,SENP8 block-1,SENP7 inh,Apaf1 inhib,SENP8 block-2,SENP1 inh,SENP6 inh,HKDC1 inh
COc1ccc(CN2CCN(c3ccccc3OC)CC2)cc1OC,-6,-6,5,-4,7,1,-4,-8
CCOC(=O)c1ccc(NC(=O)Nc2cccc(C)n2)cc1,-5,-14,30,-3,2,0,-9,5
CCOC(=O)[C@@H]1C(c2c(OC)cc(OC)cc2OC)=NO[C@@H]1C(=O)OCC,-5,-2,0,-1,14,1,-7,-13
COCn1c(-c2ccc(OC)c(OC)c2)nc2ccccc21,-14,-3,14,7,-20,0,4,-3
CCN(CC)C(=O)CSc1nc2cc3c(cc2c(=O)n1Cc1ccco1)OCO3,-8,-1,-8,1,14,1,-3,-18
O=C(CSc1nc2scc(-c3ccccc3)c2c(=O)[nH]1)N1CCOCC1,-14,-12,-4,-4,3,-2,-7,2
Cc1ccccc1-n1c(-c2ccncc2)n[nH]c1=S,25,1,3,-9,-5,0,-1,-6
Cc1cc(C)cc(NC(=O)NCC(O)COc2ccc([N+](=O)[O-])cc2)c1 (configuration not stated),10,4,-4,-14,-6,1,3,5
CN(C)S(=O)(=O)c1ccc(C(=O)OCC(=O)Nc2ccc(OC(F)F)cc2)cc1,8,1,0,-26,9,2,14,1

# Bioassay records (PubChem BioAssay)
